Casp6 inh: caspase-6 (human) enzyme inhibition; P55212; purified caspase-6, Z-VEID-R110 cleavage fluorescence; inhibition, % at 12.5 µM; 350,000 compounds, 0.53% hits; AID 686996;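 active means mean inhibition across replicates at least about 35%, with every replicate also reaching that limit, limit read from the data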;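 further: 0% = median of neutral control wells and 100% = no fluorescence left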
Target sequence (P55212 24-179 limits assumed): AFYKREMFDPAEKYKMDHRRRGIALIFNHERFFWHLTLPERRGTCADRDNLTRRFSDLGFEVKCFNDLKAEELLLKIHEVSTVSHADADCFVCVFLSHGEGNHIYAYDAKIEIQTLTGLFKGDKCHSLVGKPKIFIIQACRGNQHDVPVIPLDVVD
Target sequence (P55212 194-293 limits assumed): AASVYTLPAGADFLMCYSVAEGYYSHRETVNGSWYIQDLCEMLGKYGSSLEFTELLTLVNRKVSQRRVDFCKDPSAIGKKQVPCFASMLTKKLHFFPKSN
LGR2 inh: inhibitors of bursicon-induced Drosophila LGR2 receptor cAMP signaling | 380,000 compounds, 0.35% hits | HEK293 LGR2, CRE-luciferase, bursicon-stimulated, 4 h | inhibition, % at 9.99 µM | AID 720647;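 active means drop in luminescence signal, shown as inhibition above about 50% in the replicate tests, limit read from the data, passing the limit was not always enough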;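 further: agonist challenge used bursicon conditioned medium at about half maximal strength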
PGC1a acetyl inh: PGC1a acetylation modulation, inhibitor mode | U2OS PGC1a acetylation, AlphaScreen anti-acetyl-lysine; with virally co-expressed GCN5 acetyltransferase | inhibition, % at 15.6 µM | 350,000 compounds, 0.17% hits | AID 651687;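 active means every replicate shows inhibition of at least 40%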;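 further: 0% = neutral control wells and 100% = positive control wells; some results beyond the cut were filed as inactive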
PAX8 reporter: PAX8 transcriptional activity inhibition; AID 652154; 360,000 compounds, 1.2% hits; inhibition, % at 12.6 µM; RMG-I TPO-luciferase reporter, SteadyGlo, 24 h;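 active means mean replicate inhibition at least 60% with every replicate also reaching 60%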;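 further: luciferase light reporting Pax8 driven TPO promoter activity; plate controls were median of neutral control wells for no effect and mitoxantrone controls for full effect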
miR-122 sensor: blocks miR-122 activity in Huh7 sensor cells. Huh7 miR-122 Renilla luciferase sensor, 48 h; neutral wells = 0, positive control = 100. activation (reporter increase), % at 12.5 µM. 340,000 compounds, 0.3% hits. AID 602342;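 active means mean replicate activation score at least 90 and every replicate individually at or above 90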;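 further: higher luciferase means less miR-122 activity so hits act as miR-122 inhibitors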
EWS-Fli block: inhibitors of EWS/Fli oncoprotein transcriptional activity; A673 NR0B1-luciferase reporter, viability-normalised; inhibition, % at 12.6 µM; 350,000 compounds, 0.67% hits; AID 651661;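 active means mean inhibition of at least 50% after viability correction, with every replicate also passing that limit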;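 further: firefly luciferase signal divided by Alamar Blue viability fluorescence both relative to DMSO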
Cneo AK release: Cryptococcus neoformans lysis via adenylate kinase release. AID 651654. 360,000 compounds, 0.2% hits. C. neoformans lysis, adenylate kinase release luminescence, 4 h; normalised: neutral wells 0, clomiphene wells 100. lysis activity, % at 15 µM;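 active means mean lysis activity across replicates of at least 80%, whatever share of replicates individually reach that level; inactive means mean lysis activity below 80%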
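Material: C. neoformans cells | Amount: Yeast cell density of 5 × 10^6 cells/mL | Medium: Fresh YPD growth medium | Dosing: Single dose | Times: Static 4 h at 37 °C with compound, 1 h detection | Detection: AK luminescence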
FN deposit inh: fibronectin deposition inhibition; AH1F fibroblasts, Alexa488-fibronectin deposition fluorescence, overnight; inhibition, % at 12.6 µM; 350,000 compounds, 0.086% hits;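 active means mean inhibition across replicates of 30% or more, regardless of how many single replicates reach that level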;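 further: positive control wells lacked labelled fibronectin entirely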
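Assay system: AH1F fibroblasts / Quantity: 10000 cells per well / Medium: DMEM plus 2% serum, read in PBS / Reagent: labelled fibronectin 24 nM / Dosing: single dose, pinned / Times: 1 h cell attachment, overnight exposure to compound and label / Signal: fluorescence, ex 485 nm, em 525 nm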
* = called active by the depositor; x = not tested or not shown; [ ] = remark or other dose.

SMILES	Casp6 inh	LGR2 inh	PGC1a acetyl inh	PAX8 reporter	miR-122 sensor	EWS-Fli block	Cneo AK release	FN deposit inh
CC(C)OC(=O)CCC(=O)Nc1nc2ccccc2s1	-4	-10	-7	x	x	x	-1	12
C[C@@H]1CN([C@@H](C)CO)S(=O)(=O)c2ccc(C3=CCCCC3)cc2O[C@H]1CN(C)C(=O)c1ccncc1	1	-28	3	x	7[16.7 µM]	10	0	-1
COc1ccc(Cc2nnc(NC(=O)c3cccs3)s2)cc1OC	-4	2	9	-10	0	-7	1	0
Nc1nc2c(Cl)ccc(Cl)c2s1	1	3	23	23	x	8	x	-3
C[C@@H]1CCCCO[C@H](CN(C)C(=O)CCCN(C)C)[C@H](C)CN([C@@H](C)CO)C(=O)c2cc(NC(=O)Cc3ccccc3)ccc2O1	0	5	-13	-11	4[16.7 µM]	-12	2	-8
CCOC(=O)c1ccc(S(=O)(=O)NC2CCC(C)CC2)cc1 (configuration not stated)	27	-1	-9	-16	29	0	0	-10
CC(=O)N1[C@H](CNC(=O)CN(C)C)[C@H](c2ccc(C3=CCCCC3)cc2)[C@@H]1CO	x	-11	-3	-4	-25[16.7 µM]	-10	-3	1
Cc1ccnc(NC(=O)COc2ccc(Cl)cc2)n1	-2	-2	-6	-12	7	-23	-1	-6
CN(C)CCNC(=O)C(=O)NCC1OCCN1S(=O)(=O)c1cc(F)ccc1F (configuration not stated)	-174	2	3	2	x	x	1	-17
CCOC(=O)N1CCC(NC(=O)Cn2ncc3c2-c2cc(C)ccc2OC3)CC1	0	12	-1	22	-3	-1	3	-7
CN(CC(=O)NC(=O)NC1CCCCC1)CC(=O)Nc1ccc(OC(F)(F)F)cc1	1	6	11	12	x	8	x	-3
CCOC(=O)C1=C(C)NC(SC)=NC1c1ccccc1 (configuration not stated)	x	x	9	17	-2	x	-1	8
O=C(C[C@@H]1C=C[C@H](NS(=O)(=O)c2ccccc2)[C@H](CO)O1)NCc1ccc(Cl)c(Cl)c1	x	9	0	16	x	1	x	x
COc1cc(C(=O)NNC(=O)Nc2ccc([N+](=O)[O-])cc2)cc(OC)c1OC	-1	4	-2	-9	5	10	-2	-11
O=c1ccnc(SCCC(F)=C(F)F)[nH]1	x	-39	-8	8	-7	5	x	13
CCCOc1ccc(C(=O)O)cc1	-1	17	-2	-3	0	5	-1	-10
COC(=O)CCN1CCN(S(=O)(=O)c2ccc3c(c2)OCCO3)CC1	0	4	x	10	x	-4	0	9
Cn1cc(S(=O)(=O)Nc2ccc(Oc3ccccc3)cc2)c(=O)n(C)c1=O	-1	2	8	25	-8	x	0	5
CCCc1[nH]nc2c1C(c1ccc(OC(=O)N3CCOCC3)cc1)C(C#N)=C(N)O2 (configuration not stated)	1	17	14	x	-1	2	4	x
Clc1ccc(-c2nnc(-c3ccccc3)c(-c3c[nH]c4ccccc34)n2)cc1	-2	-61	1	4	1	-5	1	8
COc1cccc(Nc2nc(C(N)c3ccccc3)cs2)n1 (configuration not stated)	7	-25	-6	-2	10	0	-13	-1
CN(Cc1ccccc1)CC(O)COc1ccc(CNCCc2cccnc2)cc1 (configuration not stated)	-45	-2	x	9	x	-2	x	2
Cc1ccc(Cl)cc1Nc1nc(-c2cccnc2)cs1	0	-20	25	2	2	-30	6	2
CN(C)C(=O)c1ccc(-c2ccc3n(c2=O)C[C@H]2[C@H](CO)[C@@H](C(=O)NCCc4ccccc4)N[C@@H]32)cc1	2	-3	x	x	x	-6	49	x
O=C(CNS(=O)(=O)c1ccccc1)N1CCc2ccccc2C1	-2	-10	-1	-14	-1	-41	1	6

Continuation:
SMILES	Casp6 inh	LGR2 inh	PGC1a acetyl inh	PAX8 reporter	miR-122 sensor	EWS-Fli block	Cneo AK release	FN deposit inh
O=C(/C=C/c1cccs1)c1ccc(NC(=O)c2ccccc2F)cc1	1	-37	46	22	1	2	-1	-13
COc1ccc(S(=O)(=O)Nc2ccc3c(c2)C(=O)N([C@@H](C)CO)C[C@H](C)[C@H](CN(C)C(=O)Nc2c(C)noc2C)OCCCC[C@H](C)O3)cc1	0	-14	0	5	2[16.7 µM]	-5	-1	-4
C[C@@H]1CCCCO[C@H](CN(C)C)[C@H](C)CN([C@H](C)CO)C(=O)c2cc(NC(=O)Nc3ccccc3)ccc2O1	x	5	8	0	2[16.7 µM]	1	x	x
O=C(C[C@@H]1CC[C@H]2[C@@H](COC[C@@H](O)CN2C(=O)Nc2cc(Cl)cc(Cl)c2)O1)NCC1CC1	-5	7	-3	x	-1[16.7 µM]	x	0	6
C[C@H]1CN([C@@H](C)CO)C(=O)c2cc(NC(=O)C3CC3)ccc2O[C@@H]1CN(C)Cc1ccc(Cl)c(Cl)c1	0	17	-2	x	4[16.7 µM]	-5	11	8
COc1ccc(NC(=O)Nc2cccc3c2O[C@@H](CN(C)S(=O)(=O)c2ccc(F)cc2)[C@H](C)CN([C@@H](C)CO)C3=O)cc1	x	2	2	-33	-8[16.7 µM]	8	-2	x
CCC(C)n1c(SCC(=O)NC(=O)c2cccn2C)nc2ccccc2c1=O (configuration not stated)	9	21	0	21	x	11	x	-11
Cn1ncc(C(=O)Nc2ccc(OC(F)(F)F)cc2)c1-n1cccc1	-2	-14	x	-10	22	-20	2	6
COCC#Cc1ccc2c(c1)O[C@H](CN(C)C(=O)Nc1ccccc1F)[C@H](C)CN([C@H](C)CO)S2(=O)=O	4	-3	2	x	-3[16.7 µM]	-3	1	x
CN(N=Cc1cccc2cccnc12)c1ccc([N+](=O)[O-])cc1[N+](=O)[O-]	-1	13	3	19	-2	-20	x	5
CCc1cc(-c2nc(N)ncc2-c2csc(C)n2)c(O)cc1OC	0	5	x	28	x	6	x	11
COc1ccc(-c2nc(-c3ccc(O)cc3O)cs2)cc1OC	-1	x	x	-129	-11	-26	-2	5
O=C(NC1CC1)c1ccc(NS(=O)(=O)c2ccccc2)cc1	0	6	x	-14	4	x	-1	8
CCc1c(-c2ccc(F)cc2F)ncn1CCc1ccccc1OC	11	11	x	-1	x	-6	x	-7
C[C@H](CO)N1C[C@H](C)[C@H](CN(C)Cc2ccc(-c3ccccc3)cc2)Oc2ccc(NS(=O)(=O)c3ccc(F)cc3)cc2CC1=O	x	-5	-6	113*	-2[16.7 µM]	-14	x	x
Cc1cc(Nc2c(C)n(C)n(-c3ccccc3)c2=O)n2c(nc3ccccc32)c1C#N	x	x	12	x	-7	x	5	-9
Cc1ccc(S(=O)(=O)N2CCCC(C(=O)NCCc3ccc(Cl)cc3)C2)cc1 (configuration not stated)	1	10	-8	7	4	7	3	11
O=C(CSc1ccccc1F)NC(=O)NCc1ccco1	5	9	0	12	-6	3	-1	8
CN(Cc1ccccc1)C(=O)COC(=O)c1ccc(-n2cnnn2)cc1	-4	-13	6	-18	-10	-2	-1	-6
CNc1ccc(Br)cc(C(=O)/C=C/c2cc(OC)ccc2OC)c1=O	x	x	12	92*	-3	x	-2	x
COC(=O)C1=CN(c2ccc(F)cc2)C=C(C(=O)OC)C1c1cccc([N+](=O)[O-])c1	1	9	-6	25	-5	11	0	-3
O=C(C[C@@H]1CC[C@@H]2[C@H](COC[C@H](O)CN2C(=O)c2ccccc2)O1)Nc1ccc(-c2ccccc2)cc1	2	-10	-14	-5	-4[16.7 µM]	-5	-1	-1
O=C(c1ccc(F)cc1)N1CCN2C(=O)c3ccccc3C12c1ccc(Cl)cc1 (configuration not stated)	-2	3	-8	20	x	14	x	-9
CCCCn1c(N)c(N(CC)C(=O)C2CCC2)c(=O)[nH]c1=O	-2	-7	11	5	-1	-15	-3	2
NC(=O)C1(NC(=O)[C@@H]2CC3(CC(c4cccc(NC(=O)[C@@H]5CCC(=O)N5)c4)=NO3)CN2C(=O)c2cnccn2)CC1 (some centres not stated)	-1	7	-7	-8	6	-10	1	17

Some of the entries above, reformatted:
Molecule,Casp6 inh,LGR2 inh,PGC1a acetyl inh,PAX8 reporter,miR-122 sensor,EWS-Fli block,Cneo AK release,FN deposit inh
O=C(CSc1ccccc1F)NC(=O)NCc1ccco1,5,9,0,12,-6,3,-1,8
CN(Cc1ccccc1)C(=O)COC(=O)c1ccc(-n2cnnn2)cc1,-4,-13,6,-18,-10,-2,-1,-6
CNc1ccc(Br)cc(C(=O)/C=C/c2cc(OC)ccc2OC)c1=O,x,x,12,92*,-3,x,-2,x

Next part
SMILES	Casp6 inh	LGR2 inh	PGC1a acetyl inh	PAX8 reporter	miR-122 sensor	EWS-Fli block	Cneo AK release	FN deposit inh
CCN1CCN(C(=O)Cn2nc(-c3ccc(Cl)cc3)ccc2=O)CC1	-13	17	9	12	9	-2	0	-14
Cc1ccccc1NC(=O)C1CCCN(c2nnc(N3CCCC3=O)s2)C1 (configuration not stated)	-2	-7	-32	9	-1	3	-2	-1
CC(C)CC(c1nnnn1C(C)C)N1CCN(C(=O)c2ccco2)CC1 (configuration not stated)	0	11	x	11	x	0	0	-2
S=C(NCCc1cnc[nH]1)NC1CCCC1	-1	23	-6	11	x	7	x	2
CCc1nc2ccc(C(=O)NCCOc3ccc(OC)cc3)cn2c1N(C)Cc1nccn1C	-1	6	x	18	-10	-2	-1	4
O=C(OCc1ccc(Cl)c(Cl)c1)c1cnccn1	x	x	-1	7	-22	x	-4	-2
CN(C)c1ccc2c(c1)[C@@H]1C[C@H](CC(=O)NCc3ccc(Cl)cc3)O[C@@H](CO)[C@@H]1O2	1	-5	x	x	x	7	x	-4
CCn1c(CNC(=O)Cc2ccc(OC)cc2)n[nH]c1=S	4	-2	13	-27	-4	-2	0	x
C[C@@H]1CN([C@@H](C)CO)C(=O)Cc2cc(NC(=O)Cc3cn(C)c4ccccc34)ccc2O[C@@H]1CN(C)Cc1ccc(C(=O)O)cc1	4	-2	3	-23	2[16.7 µM]	2	-1	x
COc1ccc(C)cc1NC(=O)C(OC(=O)c1ccc(Cl)c(S(=O)(=O)N(C)c2ccccc2)c1)c1ccccc1 (configuration not stated)	-3	15	x	22	7	-3	0	-6
OC[C@@H]1[C@H](c2ccc(-c3ccc(F)cc3)cc2)[C@@H]2CN(CCC(F)(F)F)CCCCN12	1	-5	-16	93*	-6[16.7 µM]	x	0	x
CCOC(=O)CSc1nc2ccccc2c(=O)n1CC(C)C	4	29	-1	3	x	-9	x	x
COc1ccccc1N1C(=O)C2C(c3ccccc3F)NN(C(=O)c3ccc(C)cc3)C2C1=O (configuration not stated)	2	21	5	-7	0	-3	-2	2
COc1cc(Cl)c(S(=O)(=O)NCCCn2ccnc2)cc1Cl	-3	7	x	26	x	6	-1	1
COc1ccc(OC)c(NS(=O)(=O)c2ccc(-n3cccn3)cc2)c1	-2	3	-4	30	55	2	-1	1
COc1ccc(CCNC(=O)COC(=O)c2cnc(Cl)c(Cl)c2)cc1	-4	6	2	5	-2	5	0	-1
COc1ccccc1-c1ccc2n(c1=O)C[C@H]1[C@H](CO)[C@@H](C(=O)N(C)C)N[C@@H]21	-6	-8	x	x	x	-9	4	x

4 entries already listed, sorted by molar mass, high to low:
SMILES	Casp6 inh	LGR2 inh	PGC1a acetyl inh	PAX8 reporter	miR-122 sensor	EWS-Fli block	Cneo AK release	FN deposit inh
COc1ccc(CCNC(=O)COC(=O)c2cnc(Cl)c(Cl)c2)cc1	-4	6	2	5	-2	5	0	-1
CCN1CCN(C(=O)Cn2nc(-c3ccc(Cl)cc3)ccc2=O)CC1	-13	17	9	12	9	-2	0	-14
COc1ccc(OC)c(NS(=O)(=O)c2ccc(-n3cccn3)cc2)c1	-2	3	-4	30	55	2	-1	1
S=C(NCCc1cnc[nH]1)NC1CCCC1	-1	23	-6	11	x	7	x	2
